Screening results deposited in PubChem BioAssay by The Scripps Research Institute Molecular Screening Center.
FBW7 activator: human FBW7 E3 ligase activation, primary screen. normalized activity (activation), % at 26.1 µM. AlphaScreen FBW7–phospho-cyclin E peptide binding, activator screen. Q969H0. 0.13% of 650,000 active. AID 1259310; in the data active = normalized activity above about 1.9%;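 note: purified mutant Fbw7 with reduced substrate affinity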
TEAD-YAP block: TEAD-YAP interaction inhibition; inhibition, % at 9.12 µM; HEK-TIYL cells, TEAD-Gal4/YAP UAS-luciferase luminescence; 1.4% of 640,000 active; in the data active = inhibition above about 32%;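 note: 0% = median of test compound wells and 100% = reference inhibitor wells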
MITF inh: human MITF inhibition, primary screen | O75030 | AlphaScreen MITF homodimerization, bead proximity signal | inhibition, % at 2.6 µM | 0.91% of 650,000 active | AID 1259374; in the data active = inhibition above about 50%;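 note: 0% = vehicle wells with protein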
Target sequence (O75030 whole entry, looked up): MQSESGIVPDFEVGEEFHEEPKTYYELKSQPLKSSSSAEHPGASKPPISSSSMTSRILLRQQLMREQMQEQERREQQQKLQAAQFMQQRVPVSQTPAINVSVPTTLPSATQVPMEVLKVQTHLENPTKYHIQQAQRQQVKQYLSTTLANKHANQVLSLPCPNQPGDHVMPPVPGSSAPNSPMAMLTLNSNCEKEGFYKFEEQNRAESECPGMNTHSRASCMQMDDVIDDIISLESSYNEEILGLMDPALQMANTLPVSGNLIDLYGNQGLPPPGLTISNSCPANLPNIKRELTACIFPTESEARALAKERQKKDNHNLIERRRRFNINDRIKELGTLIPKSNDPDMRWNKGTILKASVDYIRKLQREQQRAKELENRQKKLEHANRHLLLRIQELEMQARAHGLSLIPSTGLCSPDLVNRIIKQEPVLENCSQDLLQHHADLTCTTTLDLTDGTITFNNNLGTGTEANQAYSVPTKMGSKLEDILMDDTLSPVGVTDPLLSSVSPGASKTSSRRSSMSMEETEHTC
GPR151 activ: activates the human receptor GPR151. activation, % at 11.2 µM. 1% of 650,000 active. Q8TDV0. PathHunter beta-arrestin GPR151 cells, luminescence; in the data active = activation above about 4.9%;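 note: 0% = median of compound wells and 100% = cells with positive control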
Target sequence (Q8TDV0 whole entry, looked up): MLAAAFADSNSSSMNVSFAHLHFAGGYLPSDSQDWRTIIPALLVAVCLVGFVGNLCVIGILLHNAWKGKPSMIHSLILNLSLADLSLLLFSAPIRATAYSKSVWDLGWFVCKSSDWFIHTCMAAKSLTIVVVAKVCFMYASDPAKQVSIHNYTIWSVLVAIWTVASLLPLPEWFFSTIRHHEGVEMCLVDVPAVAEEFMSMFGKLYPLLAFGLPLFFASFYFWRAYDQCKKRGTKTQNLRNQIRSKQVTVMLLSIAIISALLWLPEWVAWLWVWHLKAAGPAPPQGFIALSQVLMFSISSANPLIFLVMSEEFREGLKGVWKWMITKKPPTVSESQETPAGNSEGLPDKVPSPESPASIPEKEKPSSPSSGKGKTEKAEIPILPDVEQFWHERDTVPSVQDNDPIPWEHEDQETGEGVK
Numbers without * were called inactive; · = not tested or not shown.

The line under a structure holds: MITF inh, TEAD-YAP block, GPR151 activ, FBW7 activator
CCCCn1nnnc1SCC(=O)Nc1ccc(N(C)C)cc1
→ 9, 2, 0.3, -0.1
COC(=O)c1cccc2c1C(=O)c1ccccc1-2
→ 14, 2, 0.4, 0.1
c1ccc2nc(-c3ccc4ccccc4n3)ccc2c1
→ 8, -27, -3.3, 0.1
O=C(CCl)Nc1cccc2c1C(=O)c1ccccc1C2=O
→ 16, 19, 1.9, 0.9
Cc1ccccc1N1C(=O)CN(Cc2c[nH]c3ccccc23)CC1C (stereo not drawn)
→ -3, -10, -0.4, -0.1
CCCCNS(=O)(=O)c1ccc2c(c1)C(=O)C(=O)N2C(C)=O
→ -2, -7, 0.2, 0.0
Cc1onc(-c2ccccc2Cl)c1C(=O)Nc1ccc(Cl)c(Cl)c1
→ 10, -1, -0.6, 0.7
CC1(C)CC(NC(=O)c2cccc(I)c2)CC(C)(C)N1
→ 4, 6, 1.6, 0.0
O=C1CN(CC(=O)Nc2ccccc2Br)CCN1
→ 4, 0, -0.2, 0.0
C/C(=N\NC(=O)c1ccncc1)c1ccco1
→ 27, 2, -1.0, 0.9
CCN1CCN(C(=O)CS(=O)(=O)Cc2nc(-c3ccc(C)cc3)oc2C)CC1
→ 0, -1, 0.5, 0.0
COc1cc(NC(=O)c2ccc(-n3c(=S)[nH]c4ccccc4c3=O)cc2)cc(OC)c1OC
→ -10, 7, 0.2, -0.1
CSc1ccccc1-c1ccc(NCC2CC2)nc1
→ 20, -32, 0.1, -0.4
COc1cc(C(=O)Oc2ccc(/C=N/NC(=O)c3cccnc3)cc2)cc(OC)c1OC
→ -4, -7, -6.5, -0.1
Cc1ccc2nc(NCCNC(=O)c3cccc(F)c3)c(C#N)cc2c1
→ 4, 2, -0.9, 0.1
Cc1cc(SCC(=O)Nc2nnc(C)s2)nc(=O)[nH]1
→ 10, 5, 0.7, -0.7
O=C(CCCOc1ccccc1)n1nnc2ccccc21
→ -5, -4, -0.1, -0.1
C#CC(CC)(CC)NC(=O)c1c(C)noc1C
→ -8, 7, 0.1, 0.0
O=C(OCc1ccc([N+](=O)[O-])cc1)c1cc(=O)[nH]c2ccccc12
→ -2, 6, -0.4, 0.2
O=C(CCCN1C(=O)c2cccc3cccc(c23)C1=O)N1CCCCCC1
→ -5, 1, -0.2, -0.1
Cc1nc2cc(F)ccc2n1C1CCN(CC(=O)Nc2ccccc2)CC1
→ -23, 2, -0.1, 0.0
CSc1nnc(NC(=O)Cc2coc3ccc(C)cc23)s1
→ 4, 5, -0.5, 0.1
COC(=O)c1c(NC(=O)c2ccoc2C)sc(C)c1C
→ -9, 2, 1.1, -0.1
CC(NC(=O)CN1C(=O)CCSc2ccccc21)C12CC3CC(CC(C3)C1)C2 (stereo not drawn)
→ 7, -6, 1.2, 0.2
CC[n+]1c(C)n(-c2ccccc2)c2ccc(N)cc21
→ -9, -5, 1.0, -0.1
COc1ccccc1NC(=O)c1sc(-c2ccccc2)nc1C
→ -1, -8, -0.2, 0.1
Cc1cc([N+](=O)[O-])ccc1NC(NC(=O)c1ccco1)C(=O)c1ccccc1 (stereo not drawn)
→ 6, -7, -0.8, -0.2
Cn1c(=O)c2c(nc(N3CCCCCC3)n2Cc2ccc(Cl)cc2)n(C)c1=O
→ 9, 11, 0.0, 0.0
O=C(c1ccc(C(=O)N2CCc3ccccc32)s1)N1CCc2ccccc21
→ -1, 11, 2.2, -0.1
O=C(Cn1ncc2c1-c1ccccc1OC2)Nc1ccc(F)cc1
→ 6, 10, 0.1, 0.5
Cc1ccnc(NC(c2ccncc2)c2c(C)[nH]c3ccccc23)c1 (stereo not drawn)
→ 4, 4, -1.4, -0.1
CC(=O)c1cc(C#N)c(SCC(=O)Nc2ccc(C(N)=O)cc2)nc1C
→ -6, 7, -0.8, -0.1
CCOC(=O)N/N=C/c1ccc(OC)c(CN2CCOCC2)c1
→ 7, -5, 0.8, 0.0
Cc1onc(-c2ccccc2)c1C1=N/C(=C\c2cccc3ccccc23)C(=O)O1
→ 13, 2, -0.8, 0.1
Cc1sc(NC(=O)C(F)(F)F)nc1-c1ccc(Cl)cc1
→ -4, -11, -0.7, -0.1
O=C1CC(O)(C(F)(F)F)Oc2c1ccc1ccccc21 (stereo not drawn)
→ 7, -11, -5.0, 0.0
COC(=O)c1c(NC(=O)CCl)sc2c1CCCC2
→ 5, 27, -0.5, 0.7
CCOC(=O)/C(C#N)=C\c1ccc(CC)s1
→ -21, -55, -0.3, 0.3
O=S(=O)(c1ccc(Sc2ccc(F)cc2)nc1)N1CCCC1
→ 2, -15, -1.6, -0.1
C=CCN1C(=O)S/C(=C/c2ccc(C(=O)O)cc2)C1=O
→ 3, -6, -2.1, 0.3
Cc1cc(Br)ccc1NC(=O)c1ccc(F)cc1
→ 0, -57, -0.9, 0.4
OC(/C(=N/Nc1ncnc2ccccc12)c1ccccc1)c1ccccc1 (stereo not drawn)
→ 7, -33, 0.4, 0.0
Cc1ccccc1-n1nc2c(c1NC(=O)C1(c3ccc(Cl)cc3)CCCC1)CS(=O)(=O)C2
→ -11, -2, -0.8, -0.1
N/C(=N\OC(=O)COc1ccc2ccccc2c1Br)c1ccc([N+](=O)[O-])cc1
→ 12, 10, 1.2, 0.0
Cc1ccc(-c2nc3ccccc3o2)cc1NC(=O)c1ccc2c3c(cccc13)CC2
→ 10, -3, -0.7, 0.8
Cc1ccc(NC(=O)CSc2nnc(NC(=O)CN3CCOCC3)s2)cc1
→ 20, 6, -0.3, 0.5
O=C(O)CC1S/C(=N/N=C/c2ccc(Br)o2)NC1=O (stereo not drawn)
→ 27, -2, 0.0, -0.2
Cc1cccnc1C(NC(=O)C1CCN(C(=O)NC2CCCCC2)CC1)c1cccs1 (stereo not drawn)
→ -4, -7, -0.9, 1.0
COc1ccc(-c2noc(CC(=O)Nc3ccc(Cl)cn3)n2)cc1
→ 7, -4, 0.1, 0.3
CCC(C)(C)C1CCc2c(sc(NC(=O)C34CC5CC(CC(C5)C3)C4)c2C(N)=O)C1 (stereo not drawn)
→ -24, 0, -0.4, 0.0
CCN(CC)S(=O)(=O)c1cc(OC)c(Cl)cc1Cl
→ 16, -18, -0.3, 0.4
CCCCOC(=O)Nc1ccc(C(=O)OCCC)cc1
→ -16, -32, 1.8, 0.6
CC(C)[C@H](NC(N)=O)C(=O)Nc1ccc(-c2nnc3n2CCCCC3)cc1
→ -15, -2, -0.1, 0.2
Cc1ccc(C)c(N(CC(=O)Nc2cccc3ccccc23)S(C)(=O)=O)c1
→ 2, -4, -0.2, -0.1
COc1ccc(C(=O)N2CC3(C)CC2CC(C)(C)C3)cc1 (stereo not drawn)
→ 15, 8, 1.0, 0.4
CCOC(=O)CN1C(=O)Nc2ccc(Br)cc2C1c1ccccc1 (stereo not drawn)
→ 14, 7, 0.5, 0.6
O=C1C2C3c4ccccc4C(c4ccccc43)C2C(=O)N1c1ccccc1[N+](=O)[O-] (stereo not drawn)
→ 5, -7, -1.3, 0.0
Cc1ccc2cc3c(nc2n1)CCN(C(=O)c1ccc(S(C)(=O)=O)cc1)C3
→ 6, -1, -1.3, -0.2
CCOC(=O)N1CCN(c2ncnc3c2c(-c2ccccc2)cn3-c2ccccc2)CC1
→ -4, -3, 0.8, -0.1
CN1CCN(C(=O)c2ccc(-c3ccccc3CO)nc2NCC2CC2)CC1
→ 23, 6, -0.1, 0.4

(cont.)
The line under a structure holds: MITF inh, TEAD-YAP block, GPR151 activ, FBW7 activator
CN1Cc2c(C(=O)OC(C)(C)C)ncn2-c2ccsc2C1=O
→ 8, ·, 3.7, -0.1
CCc1cc2c(=O)c(-c3ccc(Cl)cc3)coc2cc1O
→ 14, -50, -0.9, 0.1
CC1(C)CC(=O)C2=C(C1)OC(N)=C(C#N)C2c1ccc(I)o1 (stereo not drawn)
→ 0, 4, -0.3, -0.1
O=S(=O)(c1ccccc1)N1CCN(c2ncnc3c2cnn3-c2ccccc2)CC1
→ -5, 4, -0.1, 0.0
CCC(=O)N1CCN(c2ccccc2NC(=S)NC(C)=O)CC1
→ 14, 0, 0.9, 0.1
Cc1ccc(S(=O)(=O)NCc2cccs2)cc1C(=O)O
→ 5, 1, 3.4, -0.1
CCC(=O)NC(c1nnc2n1CCN(Cc1ccoc1)CC2)C(C)C (stereo not drawn)
→ 5, 1, 0.7, 0.0
CN1C(=O)C(O)(CC(=O)c2ccc3ccccc3c2O)c2ccccc21 (stereo not drawn)
→ 26, 10, -0.1, -0.1
COc1ccccc1C(=O)NCC(=O)N/N=C/c1cn[nH]c1-c1ccccc1
→ -1, 8, 0.8, -0.1
Cc1ccc2c(c1)CCCN2S(=O)(=O)c1ccc(C)c(C(N)=O)c1
→ -4, 10, -0.6, -0.4
CCOC(=O)N1CCc2c(sc3ncn(CC(C)=O)c(=O)c23)C1
→ 12, -4, 1.3, 0.4
Cc1ccc(S(=O)(=O)N2CCCC2C(=O)N(CC2CCCO2)c2nc3ccc(C)cc3s2)cc1 (stereo not drawn)
→ 5, -9, 0.8, 0.2
COc1ccccc1CNC(=O)CCc1cn(C)c2ccccc12
→ -2, -4, 5.9*, 0.0
COc1ccc(NC(=O)CN2CCN(CC(=O)Nc3ccc(OC)c(OC)c3)CC2)cc1
→ 1, 0, 0.9, 0.1
Nc1nonc1C(=O)N/N=C/c1ccccc1[N+](=O)[O-]
→ 4, 6, -0.6, -0.3
CC1(CCc2ccccc2)NC(=O)N(N)C1=O (stereo not drawn)
→ -3, 16, 6.7*, 0.3
CCN(CC)C(=O)CN(c1cc(C)ccc1OC)S(=O)(=O)c1ccc(C)cc1
→ -1, 10, 3.6, -0.1
COc1ccc(-c2nc(NCc3nc4ccccc4[nH]3)c3ncn(-c4ccccc4)c3n2)cc1
→ -10, -9, 0.1, 0.2
CC(=O)Nc1cc(CNCc2ccc(C)cc2)cc(C(=O)N2CCN(C)CC2)c1
→ -8, 3, -0.8, -0.2
Cc1cccc(NC(=O)CNC(=O)Cn2cnc3sc4c(c3c2=O)CCCC4)n1
→ 0, 1, 2.3, 0.2
C[C@@H]1NC(=O)[C@H]2CN(Cc3cnn(-c4cccc(Cl)c4)c3)CCN2C1=O
→ -6, -2, 0.6, -0.3
Cc1ccc(C)n1-c1ccc(Cl)c(C(=O)NN)c1
→ 0, -1, -0.4, 0.0
COc1ccccc1C(=O)N/C(=C\c1ccc([N+](=O)[O-])cc1)C(=O)Nc1ccc(C)cc1Br
→ -9, 0, -0.8, 0.3
O=C1Nc2ccccc2/C1=C\c1nc2ccccc2c(=O)n1CCCO
→ 14, 0, 0.3, -0.3
CCNC(=S)N/N=C/c1cccc(F)c1
→ -4, 4, -0.2, -0.1
Cc1ccc(-c2cc(C(=O)Nc3sc4c(c3C#N)CCCCC4)c3ccccc3n2)cc1C
→ 2, -12, 1.0, -0.1
CC[n+]1c(/C=C(\C)Nc2ccccc2)sc2ccccc21
→ -6, -6, 0.8, 0.1
Cc1ccc(/C=C2\C(=O)Nc3ccc(Br)cc32)s1
→ 2, -12, -0.2, 0.0
CC(=O)NNc1nc(Cl)c(C#N)c(Cl)c1Cl
→ 5, 13, -0.1, 0.0
COc1ccc(CN2C(=O)Cc3c2nc(N)c2c(N)nc(N4CCCCC4)c(C#N)c32)cc1
→ 6, 8, 0.4, -0.1
COc1ccc(N/N=C(\C#N)C(=N)N2CCCCC2)cc1
→ 11, -54, -0.8, 0.1
CN(CCCNC(=O)c1ncoc1-c1ccccc1C(F)(F)F)c1ccccc1
→ 14, 2, -1.4, -0.1
COc1ccc(C2NC(=S)N(C)C(C)=C2C(=O)Nc2ccccc2)cc1 (stereo not drawn)
→ 21, -3, -0.3, 1.3
Cc1nn(C)c(N=Nc2c(O)[nH]c3ccc([N+](=O)[O-])cc23)c1[N+](=O)[O-]
→ 8, 1, 4.3, -0.1
Cc1ccc(C(=O)OCC(=O)Nc2sccc2C(N)=O)cc1NC(=O)c1ccco1
→ 5, 15, -0.7, 0.1
Cc1ccc(NC(=O)Cn2cc3c(n2)CCCC3)cc1C
→ 1, -4, 0.2, 0.0
Cc1ccccc1/C=C1\N=C(c2cc(C3=N/C(=C/c4ccccc4C)C(=O)O3)cc(C3=N/C(=C/c4ccccc4C)C(=O)O3)c2)OC1=O
→ 59*, -2, 0.2, -0.3
CC(CN1CCOCC1)OC(=O)C1COc2ccccc2O1 (stereo not drawn)
→ -8, 6, 0.2, 0.3
CC(C)n1cnc2c(NCc3nc4ccccc4[nH]3)nc(Nc3cnccn3)nc21
→ 4, 78*, 0.4, -0.1
Cc1ccc(OCC(=O)Nc2ccc(CC(=O)O)cc2)c(C)c1
→ 9, -3, 4.7, 0.0
C(=C\CSC1=NCCN1)/CSC1=NCCN1
→ 12, 4, -0.4, 0.1
CCOC(=O)c1nnc(-c2ccccc2)nc1NOC
→ 23, -4, -0.6, 0.3
O=C(CNC(=O)Cc1ccc(Cl)cc1)N=Nc1c(O)[nH]c2ccc([N+](=O)[O-])cc12
→ 2, -5, 0.2, -0.1

Seven records picked at random from the list so far:
The line under a structure holds: MITF inh, TEAD-YAP block, GPR151 activ, FBW7 activator
C=CCN1C(=O)S/C(=C/c2ccc(C(=O)O)cc2)C1=O
→ 3, -6, -2.1, 0.3
O=S(=O)(c1ccc(Sc2ccc(F)cc2)nc1)N1CCCC1
→ 2, -15, -1.6, -0.1
Cc1ccc(C)c(N(CC(=O)Nc2cccc3ccccc23)S(C)(=O)=O)c1
→ 2, -4, -0.2, -0.1
CC(=O)c1cc(C#N)c(SCC(=O)Nc2ccc(C(N)=O)cc2)nc1C
→ -6, 7, -0.8, -0.1
CSc1ccccc1-c1ccc(NCC2CC2)nc1
→ 20, -32, 0.1, -0.4
COc1cc(NC(=O)c2ccc(-n3c(=S)[nH]c4ccccc4c3=O)cc2)cc(OC)c1OC
→ -10, 7, 0.2, -0.1
CCOC(=O)/C(C#N)=C\c1ccc(CC)s1
→ -21, -55, -0.3, 0.3

Compounds were not picked by outcome; 3.4% or so of the library scored in one or more.
